Hep lipid drop: modulators of hepatic lipid droplet formation; hit rate 0.4% among 240,000; AID 1656; inhibition, % at 6.5 µM; AML12 mouse hepatocytes, oleate lipid droplets, BODIPY imaging;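 active = lipid droplet intensity inhibited by at least 50%, with more than 500 cells counted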
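Material – mouse AML12 hepatocyte cell line, fixed after treatment · Compound dosing – one dose, 6.5 µM compound · Times – compound with oleate, overnight · Measured by – Image-based BODIPY and DAPI two-channel analysis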
Siah-1 displacement: blockers of Siah-1 interaction with plectin peptide – biochemical, fluorescence polarization, rhodamine-plectin, uHTS, primary screen (AID 1817) | hit rate 0.02% among 290,000 | Siah-1 / rhodamine-plectin peptide fluorescence polarization; higher % means a stronger effect | one-dose displacement, % at 20 µM; IC50 in µM for titrated hits;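 active = displacement of at least 50% at 20 µM, with a fluorescence ratio check between 0.3 and a set limit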;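 note: plate controls were Siah plus tracer with DMSO for no effect and tracer alone without Siah for full effect; strong numbers were not always called active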
M1AAP inhibition: P. falciparum M1AAP inhibitors, biochemical, fluorogenic H-Leu-NHMec substrate, 1536-well (AID 1445) | recombinant M1AAP, H-Leu-NHMec fluorogenic kinetic assay; higher % means a stronger effect | one-dose inhibition, % at 30 µM; IC50 in µM for titrated hits | hit rate 0.42% among 220,000;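 active = primary inhibition above the hit cutoff, then over 50% inhibition at one or more dose response concentrations, cut at about 23% in these data, passing the limit was not always enough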;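 note: plate controls were DMSO full reaction for no effect and no enzyme background for full effect; strong numbers were not always called active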
P. falciparum M17LAP: P. falciparum M17LAP inhibitors, primary screen, biochemical, fluorogenic H-Leu-NHMec substrate, 1536-well (AID 1619); hit rate 0.38% among 220,000; recombinant M17LAP, H-Leu-NHMec fluorogenic kinetic assay; higher % means a stronger effect; inhibition, % at 30 µM; hits with a dose series show IC50 in µM;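 active = compound inhibiting the enzyme by more than half at any dose during confirmatory dose-response retesting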;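 note: plate controls were full reaction with DMSO carrier for no effect and no enzyme background for full effect; strong numbers were not always called active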
ER stress rescue: protection against thapsigargin-triggered cell killing – 384-well, CSM14.1, ATP luminescence, primary screen (AID 1222). 190,000 tested, under 10 active. CSM14.1 thapsigargin-induced death rescue, ATP luminescence; higher % means a stronger effect. one-dose cellular ATP content (survival), % at 20 µM; EC50 in µM for titrated hits;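 active = EC50 below 50 µM in the dose-response confirmation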;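 note: death triggered by thapsigargin at about 15 µM added after 2 h compound pretreatment; cell ATP read after overnight thapsigargin exposure of roughly 18 to 22 hours; normalized against plate controls of thapsigargin alone and 5% DMSO vehicle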
HEK293 NOD2/NF-kB: inhibition of NOD2-driven NF-kB reporter – cell-based, luminescence, uHTS, HEK293 (AID 1566); HEK293 NOD2/NF-kB luciferase reporter, luminescence; higher % means a stronger effect; inhibition, % at 4 µM, or EC50 in µM where a hit was titrated; hit rate 0.63% among 290,000; note: many of its hits are not listed in these tables
LYP inhibition: PTPN22 lymphoid phosphatase activity blockers – biochemical, fluorescence intensity, uHTS (AID 1779). recombinant LYP phosphatase, fluorescence intensity; higher % means a stronger effect. inhibition, % at 11.5 µM; hits with a dose series show IC50 in µM. hit rate 0.054% among 290,000;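 note: plate controls were vehicle with enzyme for no effect and no enzyme for full effect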
AID2073: inhibitors of Mint1-CaV2.2 protein interaction, biochemical, HTRF (AID 2073); HTRF protein-protein interaction, Mint1-CaV2.2; higher % means a stronger effect; one-dose inhibition, % at 20 µM; IC50 in µM for titrated hits; hit rate 0.19% among 290,000; in the data active = inhibition mostly above about 51%, no sharp cut-off; note: some results filed as inactive read as strong as hits
XIAP antagonists: XIAP antagonists, biochemical, IAP family, fluorescence polarization (AID 1018); XIAP BIR domain, fluorescence polarization peptide displacement; higher % means a stronger effect; displacement, % at 20 µM; hits with a dose series show IC50 in µM; hit rate 0.007% among 200,000; in the data active = displacement above about 50%; note: a part of the inactive calls stands beside numbers as strong as those of hits
Hep lipid drop cells 6.5 µM: further read-out of Hep lipid drop, marked with its call; cell count; measured here: cell count, cytotoxicity flag;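 cells counted across two imaged fields per well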
An asterisk follows results filed as active; . = not tested or not shown. Cut-off read from the data, not from the text of the source, unless noted: active = inhibition above about 50%; inactive = the rest. Some of the compounds tested; the hit share may differ from the screen's.

SMILES	Hep lipid drop	Hep lipid drop cells 6.5 µM	Siah-1 displacement	M1AAP inhibition	P. falciparum M17LAP	ER stress rescue	HEK293 NOD2/NF-kB	LYP inhibition	AID2073	XIAP antagonists
COc1ccc(Cc2nnc(NS(=O)(=O)Cc3ccccc3)s2)cc1	3	755	0%	15%	6.3µM*	-2.4%	12%	-7%	10%	-3.7%
COc1ccc(-n2c(=S)[nH]c3cc(C(=O)NCCCN4CCOCC4)ccc3c2=O)cc1OC	-2	779	4%	.	.	.	3%	3%	-30%	.
O=C(Cc1cccs1)N1CCN(S(=O)(=O)c2ccc(Br)cc2)CC1	30	753	-3%	0%	4%	-2.0%	10%	-5%	25%	-0.4%
O=c1ccc(-c2nc3ccccc3n2Cc2ccccc2Cl)c[nH]1	-2	695	-1%	0%	-1%	-1.7%	11%	-7%	20%	-9.1%
CC(=O)Nc1cccc2c1C(=O)N(c1cccc(OC(C)=O)c1)C2=O	-1	670	7%	5%	14%	-0.2%	18%	2%	-5%	-1.9%
Cc1ccccc1-c1nc(CS(=O)(=O)CC(=O)NC2CC2)c(C)o1	-36	643	-5%	.	.	.	-7%	-6%	5%	.
O=C(O)CC1S/C(=N/N=C/C2CC=CCC2)NC1=O (stereo not drawn)	-7	739	4%	4%	10%	-0.2%	9%	-10%	1%	-4.8%
CC(C)CC(=O)Nc1cc([N+](=O)[O-])ccc1Cl	.	.	1%	10%	-5%	0.7%	4%	3%	-6%	5.8%
O=S(=O)(c1ccc(Cl)c(Cl)c1)N1CCc2nc3ccccc3n2CC1	-2	682	20%	7%	-5%	0.1%	6%	-2%	8%	-3.5%
Cc1ccc(S(=O)(=O)/C(C#N)=C/c2c(N3CCN(C)CC3)nc3ccccn3c2=O)cc1	.	.	3%	11%	0%	-0.7%	-1%	1%	6%	-2.0%
CC1CN(CC(=O)Nc2cccc(C(=O)Nc3cccc(C(F)(F)F)c3)c2)CC(C)O1 (stereo not drawn)	-1	798	0%	-4%	-4%	0.9%	11%	-6%	2%	-2.7%
CO/N=C/c1ccc(OC)c(Oc2nc(OC)cc(OC)n2)c1	12	688	12%	11%	3%	-0.4%	15%	-8%	3%	-14%
COc1ccc(CNCCCO)cc1OC	7	727	11%	1%	9%	-0.4%	20%	-7%	7%	1.6%
COc1cccc(Nc2c(F)c(F)c(F)c(F)c2C(=O)O)c1	17	746	0%	1%	-176%	-3.4%	-14%	-2%	-5%	-1.9%
COc1ccc(/C=N/N2C(=O)C3C4C=CC(CC4)C3C2=O)c(OC)c1 (stereo not drawn)	0	644	1%	2%	17%	-0.7%	11%	-2%	-6%	-1.4%
CN(C)C(=O)c1cc(C(=O)c2ccccc2)c[nH]1	.	.	5%	.	.	.	-10%	-10%	14%	.
COc1ccc(NC(=O)c2cc(S(=O)(=O)N3CCCC3)ccc2OC)cc1	-3	740	1%	.	.	.	-6%	-2%	13%	.
CC(C)c1nc(N2CCOCC2)c(C#N)c2c1CCCC2	20	739	-1%	1%	-1%	-1.2%	12%	-2%	-3%	-3.9%
O=C(CCN1C(=O)c2ccccc2C1=O)NCc1ccc(Cl)cc1	-3	817	-4%	.	.	.	12%	-7%	0%	.
COC(=O)c1[nH]c2ccc(C)cc2c1NC(=O)c1ccccc1[N+](=O)[O-]	3	614	6%	3%	-2%	-2.9%	4%	-3%	-6%	-3.5%
CC(=O)NC1C(=O)N=C(SCc2ccccc2)NC1=O (stereo not drawn)	1	728	0%	-2%	12%	-0.7%	12%	-9%	0%	-5.0%
CC(=O)N1N=C(c2ccc(Br)cc2)OC1(C)CC(=O)Nc1ccccc1 (stereo not drawn)	-9	559	0%	-2%	11%	-3.7%	2%	1%	2%	-4.1%
Cc1nc2ccc(S(=O)(=O)NCC(=O)N3CCC(C)CC3)cc2s1	.	.	2%	1%	-4%	-0.5%	22%	0%	-5%	-1.9%
Cc1cc(Br)cc2c1NC(=O)C2(c1c(C)n(C)n(-c2ccccc2)c1=O)c1c(C)n(C)n(-c2ccccc2)c1=O	3	697	6%	5%	10%	-0.7%	7%	-6%	-1%	-2.6%
COc1ccc(NC(=O)c2ccc(NC(=O)CCS(=O)(=O)c3cccs3)cc2)cc1	-1	715	6%	.	.	.	14%	-6%	9%	.
CC(NC(=O)c1cccnc1)C(c1cccs1)N1CCN(C)CC1 (stereo not drawn)	.	.	-4%	-3%	1%	0.0%	7%	-5%	-2%	-4.0%
CC1=C(C)CC(C(=O)NCCc2ccc(F)cc2)C(C(=O)O)C1 (stereo not drawn)	3	834	3%	.	.	.	9%	-12%	11%	.
CSc1ncccc1C(=O)NCC(=O)Nc1ccc(F)c(F)c1	6	799	3%	.	.	.	13%	-6%	-3%	.
COc1ccc(N(C)S(=O)(=O)c2cccc(C(=O)Nc3ccc(OC)nc3)c2)cc1	7	602	-4%	0%	-7%	-1.1%	3%	4%	2%	-7.0%
N#C/C(=C(/O)COC(=O)Cc1c[nH]c2ccccc12)c1nc2ccccc2[nH]1	.	.	-4%	-6%	6%	0.5%	-28%	0%	27%	0.4%

Entries shown so far that have two or more sulfur atoms:
SMILES	Hep lipid drop	Hep lipid drop cells 6.5 µM	Siah-1 displacement	M1AAP inhibition	P. falciparum M17LAP	ER stress rescue	HEK293 NOD2/NF-kB	LYP inhibition	AID2073	XIAP antagonists
COc1ccc(Cc2nnc(NS(=O)(=O)Cc3ccccc3)s2)cc1	3	755	0%	15%	6.3µM*	-2.4%	12%	-7%	10%	-3.7%
O=C(Cc1cccs1)N1CCN(S(=O)(=O)c2ccc(Br)cc2)CC1	30	753	-3%	0%	4%	-2.0%	10%	-5%	25%	-0.4%
Cc1nc2ccc(S(=O)(=O)NCC(=O)N3CCC(C)CC3)cc2s1	.	.	2%	1%	-4%	-0.5%	22%	0%	-5%	-1.9%
COc1ccc(NC(=O)c2ccc(NC(=O)CCS(=O)(=O)c3cccs3)cc2)cc1	-1	715	6%	.	.	.	14%	-6%	9%	.

Additional records follow.
SMILES	Hep lipid drop	Hep lipid drop cells 6.5 µM	Siah-1 displacement	M1AAP inhibition	P. falciparum M17LAP	ER stress rescue	HEK293 NOD2/NF-kB	LYP inhibition	AID2073	XIAP antagonists
O=C(OCCOc1ccc(Br)cc1)c1ccc(Cl)nc1	8	712	-1%	0%	-11%	-1.2%	4%	-5%	-4%	-18%
COc1ccc(-c2cc(=O)oc3c(C)c(OC(C)C(=O)NCc4ccccn4)ccc23)cc1 (stereo not drawn)	-2	829	5%	.	.	.	15%	-8%	14%	.
Cc1ccc(-c2cn3c(n2)CCCC3)cc1	.	.	1%	3%	13%	-1.3%	11%	-12%	-1%	-2.2%
Cc1nc2sccn2c(=O)c1S(=O)(=O)Nc1ccc(N2CCN(C)CC2)cc1	-14	675	0%	.	.	.	11%	5%	-1%	.
O=C(NCCCn1ccnc1)/C(=C\c1cccs1)NC(=O)c1ccccc1	18	673	2%	11%	6%	4.0%	0%	-5%	-3%	-4.6%
Cc1cc(C)cc(NS(=O)(=O)c2ccc3[nH]c(=O)ccc3c2)c1	10	813	3%	.	.	.	3%	-8%	7%	.
S=c1[nH]nc(C2CCCCC2)n1/N=C/c1ccccc1Br	-9	786	-2%	.	.	.	-2%	-7%	-24%	.
O=S(=O)(c1ccc(Cl)c(C(F)(F)F)c1)N1CCN(CC(O)COc2ccccc2F)CC1 (stereo not drawn)	-13	802	-1%	.	.	.	1%	1%	11%	.
O=C(NCc1nnc(SCC(=O)N2CCCC2)o1)c1ccc(F)cc1	10	893	-2%	.	.	.	-2%	-3%	4%	.
O=C(NN1C(=O)C2C3C=CC([C@H]4CC34)[C@@H]2C1=O)c1ccc(Br)cc1 (stereo partly drawn)	2	611	-4%	3%	-8%	.	-6%	1%	0%	.
Cn1c(N)c(C(=O)COC(=O)CCOc2ccc(C(C)(C)C)cc2)c(=O)n(C)c1=O	3	694	-2%	3%	-5%	-0.2%	2%	4%	-11%	-4.8%
Cc1ccc(NC(=O)COC(=O)/C=C/c2cccs2)c(C)c1	0	642	8%	1%	-5%	-0.9%	5%	1%	3%	-6.8%
CCCC(=O)Nc1nnc(SCC(=O)Nc2nc(C)cs2)s1	2	780	2%	.	.	.	2%	-11%	-2%	.
Cc1oc2c(c1C(=O)O)C(=O)c1ccccc1C2=O	21	682	0%	9%	9%	-3.0%	19%	-3%	0%	-6.8%
COc1ccc(-c2nnn(CC(=O)N(CCO)C(C(=O)NC3CCCC3)c3ccncc3)n2)cc1 (stereo not drawn)	11	760	11%	7%	1%	-0.3%	3%	-6%	19%	-7.0%
COc1cccc(N2C(=NC(=O)C3CCCO3)SC3CS(=O)(=O)CC32)c1 (stereo not drawn)	3	681	-6%	.	.	.	-4%	0%	5%	.
CC(C)CC(=O)Nc1sc2c(c1C(=O)O)CCCCC2	2	676	6%	2%	-1%	-0.4%	-6%	-2%	11%	-3.1%
COc1ccc(NS(=O)(=O)c2cc(NC(=O)c3nc4nc(C)cc(C)n4n3)ccc2C)cc1	12	656	0%	4%	2%	-1.9%	18%	-3%	-6%	-7.9%
COc1c(C)cc(C(=O)C2CCCN(C(=O)c3cccc(F)c3)C2)cc1C (stereo not drawn)	7	727	9%	1%	-2%	1.7%	18%	-8%	-4%	-0.7%
Cc1ccc(NC2=C(Cl)C(=O)OC2NC(=O)c2ccccc2)cc1 (stereo not drawn)	-14	662	-6%	1%	-11%	-2.3%	9%	-2%	1%	-2.1%
COc1ccc(CNC(=O)C(c2ccc(O)cc2)N(Cc2ccco2)C(=O)c2snc(C(N)=O)c2N)cc1 (stereo not drawn)	-3	732	-2%	.	.	.	29%	-9%	11%	.
CCN(C(=O)CSc1nc2ccccc2n1CCc1ccccc1)C1CCS(=O)(=O)C1 (stereo not drawn)	2	769	-1%	4%	-5%	-0.6%	-7%	4%	0%	-11%
CC(=O)NCCCc1nc2ccccc2n1Cc1ccc(C)cc1	-3	781	0%	-1%	-1%	0.7%	0%	5%	5%	-3.9%
CCOc1nc(SCCOc2ccc(Cl)cc2Cl)nc(N(C)C)n1	-40	725	9%	-1%	-1%	-1.8%	-2%	3%	4%	5.0%
Cc1cc(C)n2nc(SCc3cc(=O)oc4cc(O)ccc34)nc2n1	3	820	22%	15%	-5%	1.3%	26%	-5%	20%	-11%
O=C(COC(=O)c1cnccn1)c1ccc2c(c1)CCCC2	.	.	-1%	4%	-1%	-0.4%	-13%	-2%	5%	-10%
O=S(=O)(NCc1csc(-c2cccnc2)n1)c1ccc(F)cc1	-4	758	13%	.	.	.	13%	-14%	7%	.
O=C(O)CSc1nc(-c2ccccc2)nc2c1oc1ccccc12	.	.	-2%	8%	29%	1.7%	18%	0%	31%	4.3%
